HUVEC tox TNFa = cytotoxicity in TNFa-stimulated HUVEC, primary screen, cytotoxicity control for VCAM1 expression modulator project, imaging, Hoechst nuclei count. HUVEC TNFalpha-stimulated, Hoechst cell count. cell count reduction, % at 2 µM. hit rate 0.17% among 93,000;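 active = cell count reduction exceeding the screen mean by over 5 SD, scaled to untreated wells per plate, cut at about 78% in these data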;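 note: cells counted after 24 h of TNF alpha exposure following the 1 h pretreatment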
ERa coact inh = ERα–SRC-1 coactivator interaction inhibitors, primary screen, biochemical, TR-FRET, ERα LBD, estradiol-bound; Estrogen receptor (Homo sapiens), P03372; TR-FRET ER-alpha LBD / SRC-1 peptide; inhibition, % at 25.6 µM; hit rate 1.7% among 86,000; in the data active = inhibition above about 50%;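 note: 0% = receptor plus peptide control and 100% = peptide only without receptor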
Target sequence (P03372 whole entry, looked up, the tested form may be a part): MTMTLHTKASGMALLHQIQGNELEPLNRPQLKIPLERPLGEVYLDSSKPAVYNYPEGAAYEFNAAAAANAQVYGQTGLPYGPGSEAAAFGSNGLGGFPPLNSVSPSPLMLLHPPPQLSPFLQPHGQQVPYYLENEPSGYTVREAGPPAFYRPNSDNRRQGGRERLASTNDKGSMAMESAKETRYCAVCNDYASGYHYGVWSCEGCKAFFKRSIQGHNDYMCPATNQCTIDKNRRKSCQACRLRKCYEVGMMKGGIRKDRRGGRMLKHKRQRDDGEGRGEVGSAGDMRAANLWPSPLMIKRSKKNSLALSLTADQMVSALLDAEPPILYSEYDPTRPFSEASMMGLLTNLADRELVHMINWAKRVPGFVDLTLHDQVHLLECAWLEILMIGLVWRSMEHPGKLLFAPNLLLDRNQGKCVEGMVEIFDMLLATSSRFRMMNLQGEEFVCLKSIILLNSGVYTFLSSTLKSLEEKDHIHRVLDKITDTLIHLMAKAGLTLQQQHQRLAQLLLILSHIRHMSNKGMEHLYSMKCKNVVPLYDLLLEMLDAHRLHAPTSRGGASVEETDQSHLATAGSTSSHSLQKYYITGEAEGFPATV
PTK2B oligo ant = antagonists of Pyk2 self-association, primary screen, Q293 cells, FERM NanoBiT luminescence, HTS; Protein-tyrosine kinase 2-beta (Homo sapiens), Q14289; z-score (the deposit names both 25 µM and 10 µM); hit rate 0.83% among 99,000; stronger effect = lower value;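 active = Z-score of -3 or lower, scaled per plate to the spread of control and sample wells; inactive = z-score above -3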;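 note: negative z-score means lost luminescence so less FERM oligomerization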
LYP inh 2 = PTPN22 phosphatase inhibitors, primary screen, biochemical, DiFMUP fluorescence, 2 µM | recombinant LYP catalytic domain | hit rate 0.21% among 96,000 | inhibition, % at 2 µM | Tyrosine-protein phosphatase non-receptor type 22 (Homo sapiens), Q9Y2R2;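 active = inhibition at 2 µM at or above a set limit, the screen mean plus 3 SD, cut at about 24% in these data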;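 note: 0% = DMSO with enzyme and 100% = enzyme fully blocked by orthovanadate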
cytoskel mod = modifiers of F-actin cytoskeleton organization, primary screen, imaging, HUVEC, phalloidin staining, high-content imaging | hit rate 0.18% among 91,000 | AID 836, 2007 | HUVEC TNFa F-actin phalloidin imaging | inhibition, % at 2 µM;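 active = inhibition above the batch mean plus 3 SD and confirmed as a hit by visual image inspection, cut at about 30% in these data, passing the limit was not always enough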; note: strong numbers were not always called active
FAK blocker = FAK kinase inhibitors, primary screen, biochemical. Focal adhesion kinase 1 (Homo sapiens), Q05397. biochemical FAK kinase activity assay. inhibition, %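 (tested at 7 µM)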. hit rate 0.84% among 97,000. AID 727, 2007; in the data active = inhibition above about 19%;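 note: 0% = DMSO and 100% = reference compound high control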
VCAM1 TNFa inh = inhibitors of TNFa-induced VCAM1 expression, primary screen, imaging, HUVEC, TNFa stimulus, immunofluorescence | HUVEC TNFa-induced VCAM-1 immunofluorescence, high-content imaging | hit rate 0.48% among 95,000 | inhibition, % at 2 µM;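 active = inhibition above the batch mean plus 3 SD, with images confirmed as a hit by eye, cut at about 37% in these data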;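 note: 0% = TNF-stimulated DMSO wells and 100% = unstimulated control wells; not every result past the cut was called active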
IL1B cytotox = cytotoxicity in IL-1B stimulated HUVEC, primary screen, cytotoxicity control for IL-1B NFkB translocation project, imaging, Hoechst nuclear count, IL-1B stimulus; HUVEC cell count loss; cell count reduction, % at 2 µM; hit rate 0.41% among 94,000; AID 845, 2007;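 active = cell count reduction more than 3 SD above the screen-wide mean, cut at about 70% in these data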;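 note: normalized per plate to untreated control cells as the no-loss baseline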
LYP act = LYP phosphatase activators, primary screen, biochemical, DiFMUP fluorescence, 2 µM | recombinant LYP; 0 = plate median, 100 = signal doubled | hit rate 0.11% among 96,000 | Tyrosine-protein phosphatase non-receptor type 22 (Homo sapiens), Q9Y2R2 | AID 697, 2007 | activation, % at 2 µM;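 active = activation at 2 µM above a set limit, the mean plus 5 SD, cut at about 37% in these data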
The depositor's hits bear a star; nt = no result given; [ ] = another dose, or the depositor's remark.

Sample of the layout, 3 compounds:
SMILES | HUVEC tox TNFa | ERa coact inh | PTK2B oligo ant | LYP inh 2 | cytoskel mod | FAK blocker | VCAM1 TNFa inh | IL1B cytotox | LYP act
C=CCn1c(N)cc(=O)nc1SCC(=O)Nc1ccccc1 | 1.3 | 7.0 | 0.19 | -6.5 | 6.9 | -7.5 | 3.6 | -24.3 | 3.6
NC(=O)c1ncc(C(F)(F)F)cc1Oc1ccc(C(F)(F)F)cc1 | -23.8 | -8.0 | 0.31 | -3.2 | 5.0 | -1.4 | 14.2 | 5.8 | 2.4
COc1ccc(-c2noc(Cc3cccs3)n2)cc1 | 24.5 | -3.9 | 1.28 | -0.7 | -19.9 | -2.4 | 5.9 | -1.1 | 3.6

Results (from the top)
SMILES | HUVEC tox TNFa | ERa coact inh | PTK2B oligo ant | LYP inh 2 | cytoskel mod | FAK blocker | VCAM1 TNFa inh | IL1B cytotox | LYP act
C=CCn1c(N)cc(=O)nc1SCC(=O)Nc1ccccc1 | 1.3 | 7.0 | 0.19 | -6.5 | 6.9 | -7.5 | 3.6 | -24.3 | 3.6
NC(=O)c1ncc(C(F)(F)F)cc1Oc1ccc(C(F)(F)F)cc1 | -23.8 | -8.0 | 0.31 | -3.2 | 5.0 | -1.4 | 14.2 | 5.8 | 2.4
COc1ccc(-c2noc(Cc3cccs3)n2)cc1 | 24.5 | -3.9 | 1.28 | -0.7 | -19.9 | -2.4 | 5.9 | -1.1 | 3.6
CCc1nnc(NC(=O)c2ccc3c(c2)C(=O)N(CC)C3=O)s1 | 2.8 | -11.2 | -0.81 | -5.1 | -8.8 | -1.3 | -0.8 | -25.6 | 4.5
Cn1c(C(=O)NC2CCCCC2)cc2c(=O)n(C)c3ccccc3c21 | -3.2 | 27.6[fluorescence artefact?] | nt | -6.7 | -23.0 | 1.3 | -6.4 | 6.0 | 3.6
COc1nc2ccc(C)cc2cc1-c1noc(-c2cccnc2)n1 | -14.6 | 18.9[fluorescence artefact?] | -0.32 | -5.4 | 2.8 | -2.7 | 15.6 | -10.7 | 4.8
O=C(CCN1CCc2ccccc2C1)Nc1cccc(F)c1 | -1.2 | -8.6 | 0.43 | 1.1 | -8.1 | -2.2 | 7.4 | -3.9 | 2.6
O=c1cc(C(F)(F)C(F)F)oc2ccccc12 | -11.2 | 21.3 | 0.28 | -5.6 | -0.7 | 2.3 | -19.6 | nt | 6.0
COc1cccc(S(=O)(=O)Nc2ccc(C(=O)N3CCN(C(=O)c4ccco4)CC3)cc2)c1 | -2.2 | -18.2 | -0.05 | -22.8 | 0.8 | 8.5 | 25.6 | -37.2 | 16.5
CC(=O)/C(=N\Nc1ccccc1)Oc1ccc([N+](=O)[O-])cc1 | 2.6 | -6.2 | -0.01 | 2.0 | -0.9 | 0.0 | 16.8 | -12.8 | -2.6
Cc1cc(C)c2c(N)c3ccccc3nc2n1 | -6.6 | nt | 2.14 | 3.7 | 18.1 | 0.3 | 8.3 | -19.4 | 1.3
CCC(=O)Nc1ccc2oc(-c3cccc(C)c3)nc2c1 | -5.6 | -2.3 | -1.07 | 7.3 | -2.9 | -2.1 | -4.4 | -12.6 | -10.0
CC1(C)CC(=O)C=C(Nc2ccccc2O)C1 | -7.4 | 3.6[fluorescence artefact?] | -0.75 | -1.9 | 18.9 | 1.5 | 4.6 | -7.2 | -0.3
O=C(NCC(=O)N(c1ccccc1)C(C(=O)NC1CCCC1)c1cccnc1)c1cccs1 (configuration not stated) | 0.3 | nt | -1.27 | 2.1 | -22.0 | -0.4 | 9.4 | -27.3 | 1.8
O=C(c1ccc(Cl)cc1)N1CCN(C(=O)c2ccco2)CC1 | -49.4 | nt | -0.11 | -2.1 | -0.5 | -0.8 | 2.0 | -10.0 | 2.4
Cc1cc(C)n2nc(SCC(=O)N(C)c3ccccc3)nc2n1 | -5.8 | 4.8 | -0.59 | 1.6 | -16.4 | 0.2 | 4.9 | -9.2 | -3.0
O=C(c1ccc2c(c1)C(=O)N(c1ccc(Cl)cc1)C2=O)N1CCN(c2ccccn2)CC1 | -7.0 | nt | -0.14 | -1.2 | 30.1 | 22.9* | -16.9 | -26.0 | -1.3
CCOC(=O)C1=C(O)/C(=C\c2ccc(CNC(=O)C(=O)Nc3ccc(C)c(C)c3)o2)N=C1C | -9.4 | 72.1* | nt | 3.9 | 0.2 | -0.7 | -0.8 | -29.4 | -5.0
C=CCNc1nc2c(c(=O)n(C)c(=O)n2C)n1CCCCCC | -31.4 | nt | -0.79 | -4.7 | 29.7 | -5.3 | 5.4 | -26.7 | 8.3
COc1cc(C(=O)OC(C)CN2CCCC2)cc(OC)c1OC (configuration not stated) | -10.3 | 1.7 | 0.26 | 2.5 | 10.2 | 0.6 | 5.5 | 6.8 | -7.4
CCN(CC)C(=O)c1n[nH]c(=O)c2ccccc12 | nt | 30.2 | 0.23 | 2.2 | nt | 0.3 | nt | -36.6 | -3.1
Cc1ccsc1-c1nc(CSCC(=O)N2CCN(c3ccccc3)CC2)c(C)o1 | -7.0 | -2.6 | nt | 1.9 | 2.4 | 3.9 | 8.8 | 8.8 | -2.7
CSC1=N/C(=C\c2ccc(F)cc2)C(=O)S1 | -4.0 | -12.4 | 0.44 | 14.0 | 3.6 | 8.0 | -12.4 | 7.9 | -12.2
O/N=C1\CC/C(=N\O)c2nn(-c3ccccc3Cl)nc21 | -28.1 | -5.7 | -0.33 | 3.1 | 1.1 | 1.4 | 2.8 | 19.1 | -2.0
CCCCNC(=O)CC1N=C2c3ccccc3N=C(SCC(=O)Nc3ccccc3OC)N2C1=O (configuration not stated) | -23.8 | -4.8 | 0.52 | -3.2 | 30.9 | -2.7 | 6.7 | 0.5 | 0.5
CCNc1nc(Oc2ccccc2)nc(OC(C)C(=O)OCC)n1 (configuration not stated) | -30.0 | -12.0 | -0.41 | -5.4 | 8.7 | 0.1 | 2.6 | 24.9 | 6.8
O=C(CCC(=O)OCCCC(F)(F)C(F)(F)F)Nc1ccccc1 | -39.3 | -2.6 | 0.79 | -10.7 | 21.0 | -3.0 | -0.2 | -14.7 | 10.6
CN(C)c1nc(N)nc(/C(C#N)=C/C2CC3C=CC2C3)n1 (configuration not stated) | -23.1 | 0.0 | 0.53 | 0.9 | -18.4 | -6.2 | -5.7 | -0.6 | -1.5
COc1cc(C2C(C#N)=C(N)N(c3cccnc3)C3=C2C(=O)CC(C)(C)C3)ccc1O (configuration not stated) | -15.6 | 13.3 | 0.84 | 1.8 | -11.4 | 1.8 | 4.2 | -16.8 | 0.0
COc1ccc(-c2cc(-c3cccs3)c(C#N)c(SCC(=O)NCc3ccccc3OC)n2)cc1 | -17.2 | 8.4 | -0.31 | 3.2 | -5.6 | -4.3 | -3.5 | 0.0 | -0.3
O=C(NCCN1CCOCC1)c1c(F)c(F)c(F)c(F)c1F | -23.7 | -16.9 | 1.33 | -5.5 | 49.8 | -0.7 | 10.5 | -24.4 | 4.3
N#Cc1cc2c(nc1SCc1ccccc1)CCC2 | 0.4 | 55.3*[fluorescence artefact?] | 0.3 | -5.0 | -15.4 | 2.5 | 18.0 | -59.3 | -0.7
O=C(Nc1ccccc1C(F)(F)F)N1CCC(N2CCCCC2)CC1 | -13.9 | -4.3 | 3.05 | 3.2 | -7.0 | 0.7 | 6.8 | -16.4 | -5.2
Cc1cc(C)n2nc(NCc3ccccc3)nc2n1 | 4.8 | 1.3 | 1.07 | 13.5 | -9.5 | -0.3 | 0.4 | 2.1 | -14.9
COc1ccc(N2CCN(C(=O)Cc3ccc(-n4c(=O)[nH]c5ccccc5c4=O)cc3)CC2)cc1 | -6.5 | -1.4 | 0.39 | -4.8 | -2.3 | 1.3 | 6.2 | -12.1 | 1.2
COc1cc(OC)c(C2N(C)c3ccccc3N2C)cc1OC | -27.0 | -0.3 | nt | -41.7 | 20.7 | 1.6 | 8.0 | -4.6 | 39.3*
Cc1ccc(C)c(NC(=O)CSc2nnc([C@@H](N)Cc3ccccc3)o2)c1 | 0.7 | -3.7 | -0.2 | -0.5 | 3.7 | 3.0 | 2.9 | nt | -2.0
Nc1ccc(Sc2ccccc2CC(=O)O)cc1 | -2.5 | nt | nt | 4.3 | -3.8 | -2.6 | 22.2 | 5.4 | -0.8
COc1cc(CN2CCCC(C)C2)cc([N+](=O)[O-])c1O (configuration not stated) | 12.1 | nt | -0.41 | 1.1 | 17.1 | -2.5 | 5.1 | -48.4 | 1.9
Cn1cnc(S(=O)(=O)Nc2ccc(C(F)(F)F)cc2)c1 | -20.2 | -18.9 | -1.07 | -9.6 | -7.3 | -0.1 | 9.4 | -31.4 | 6.3
COc1ccc(C2C3=C(CCCC3=O)Nc3nc(-c4cc(OC)c(OC)c(OC)c4)nn32)cc1OC (configuration not stated) | -14.3 | -5.7 | -0.84 | -4.3 | -12.4 | 2.6 | 13.3 | 3.0 | 3.5
Cc1cc(NC(=O)CSc2nc3ccccc3c(=O)n2Cc2ccc(F)cc2)no1 | -23.1 | 44.1[fluorescence artefact?] | 0.04 | 0.0 | -12.2 | -9.1 | 11.0 | 0.3 | -1.4
COC(=O)c1cc(Br)c(=O)n(CCC2=CCCCC2)c1 | -10.4 | 3.4 | -0.73 | -2.2 | -10.5 | 1.3 | 12.4 | -31.5 | 0.8
COc1ccc(C2NC3=C(CCC3)C3(C#N)C(OC)(OC)N=C(N)C23C#N)cc1 (configuration not stated) | nt | 1.0 | 0.66 | -1.7 | nt | -0.8 | nt | 3.1 | -0.4
CCCC(=O)Nc1cc(OCC)c(NC(=O)NC2CCCCC2)cc1OCC | -14.8 | 1.1 | 1.73 | -11.7 | 30.1 | 2.1 | 18.5 | 4.2 | 9.4
O=C(NCCc1ccccc1)c1ccc(-n2cnnn2)cc1 | -10.0 | -0.5 | -0.21 | -0.9 | 2.5 | -6.2 | -5.4 | 10.7 | -1.5
CCCCOC(=O)Nc1cc(C)c(Cl)cc1OC | -15.5 | -1.7 | 2.22 | -1.5 | -9.3 | 0.8 | 27.1 | 20.6 | 3.7
Cc1ccc2[nH]cc(CCNC(=O)Nc3ccccc3)c2c1 | -6.1 | 4.5 | 0.11 | -5.4 | -2.9 | 0.0 | 16.9 | 10.5 | 8.0
COc1cc(C2NC(=S)NC(C)=C2C(=O)OC(C)C)ccc1OC(C)C (configuration not stated) | 2.1 | -11.1 | -0.11 | 3.9 | 9.4 | 0.2 | 4.3 | -1.1 | -2.2
NC(=O)/C(=N\O)c1ccccc1 | -9.6 | nt | -0.69 | 1.8 | -36.3 | 8.0 | 12.9 | 17.1 | -3.9
CCc1ccccc1NC(=O)c1cnc2scc(C)n2c1=O | -4.1 | 10.2 | nt | -7.7 | 1.6 | 1.8 | 16.0 | -13.0 | 7.1
CCSc1nnc(N2C(=O)CC(c3ccsc3)C3=C2CC(C)(C)CC3=O)s1 (configuration not stated) | -35.2 | -0.1 | nt | -11.5 | 10.7 | -2.9 | 25.3 | -23.6 | 9.6
COc1cc(NC(=O)c2nnn(Cc3ccc(SC)cc3)c2N)cc(OC)c1 | -22.9 | -0.6 | nt | 0.1 | -2.1 | -2.5 | 6.5 | 13.8 | -1.5
Cc1ccc(NC(=O)c2cc(-c3ccco3)on2)cc1 | -19.2 | nt | 0.01 | -4.8 | -2.8 | -0.2 | 6.2 | 2.6 | 2.7
